MCF10A rereplic: induces DNA re-replication in MCF 10a normal breast cells | AID 624296 | Potency, µM (titrated, usually from 46.1 µM), for inactives: top-dose activity, positive = re-replication, actives largely listed as activators | 350,000 tested, 2.9% active | MCF 10A DNA re-replication, Hoechst nuclear intensity, 48 h; note: potency is the fitted concentration of half-maximal effect; % of control where 0% means no effect; nearly all actives have a fitted effect of over 50% in size
KB-V1 cytotox: KB-V1 MDR subline cytotoxicity; 400,000 tested, 3.4% active; Potency, µM (top dose mostly 46.1 µM), without a hit: top-dose activity change, negative = cytotoxicity, usual class: cytotoxic; KB-V1 MDR cells viability, CellTiter-Glo, 72 h; note: potency is the fitted concentration of half-maximal effect; % is set by controls: 0 for no effect and ±100 for the full control effect; nearly all actives have a fitted effect of over 60% in size
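KB-V1 cells (P-gp-expressing MDR subline of KB-3-1) in phenol-red-free DMEM with 10% FBS were exposed to library compounds over a concentration series for 72 h at 37 degrees C. Viability read by CellTiter-Glo luminescence; concentration-effect curves fitted after normalization.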
KB-3-1 cytotox: kills parental KB-3-1 adenocarcinoma cells | KB-3-1 viability, CellTiter-Glo ATP luminescence, 72 h | Potency, µM (highest dose often 46.1 µM), without a hit: at the highest dose activity change, negative = cytotoxic, actives largely listed as cytotoxic | 400,000 tested, 1.4% active | AID 1347075; note: potency is the fitted concentration of half-maximal effect; % is set by controls: 0 for no effect and ±100 for the full control effect; nearly all actives have a fitted effect of over 60% in size
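Luminescent ATP read-out (CellTiter-Glo) measures survival of drug-naive KB-3-1 cells after 72 h compound exposure at 37 °C. Titration series was screened from lowest to highest concentration, with DMSO vehicle plates as background controls.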
IL-1B inflam inh: inflammasome signaling inhibition, IL-1 beta readout; THP-1 LPS/ATP IL-1B secretion, AlphaLISA, 16 h; active compounds read low; activity change, % at 57.5 µM; 360,000 tested, 4.7% active; in the data active = activity change below about -50%; inconclusive = mostly about -30% to -49%; note: % is set by controls: 0 for no effect and ±100 for the full control effect
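THP-1 cells pretreated 1 hr with compounds (up to 57.5 uM final), then stimulated with LPS (250 ng/mL final) plus ATP (1.25 mM final); secreted IL-1B measured by AlphaLISA after 16 hr, decreased signal indicating inhibition.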
HT1080NT lethal: kills 2HG-producing HT-1080-NT fibrosarcoma cells; HT-1080-NT fibrosarcoma viability, CellTiter-Glo ATP luminescence, 48 h; Potency, µM (highest dose often 46.1 µM), for the others: top-dose activity, negative = less viability, most hits filed as cytotoxic; 360,000 tested, 1.6% active; AID 686970;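 note: NT is the 2HG producing partner of a matched IDH1 knockdown line; potency is the fitted concentration of half-maximal effect; 0% = DMSO-treated cells and -100% = media-only wells without cells; nearly all actives have a fitted effect of over 55% in size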
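Viability of the 2HG-overproducing fibrosarcoma line after 48 hours of compound exposure at 37 degrees C was determined by luminescence with CellTiter-Glo, and concentration-effect curves were then fitted and categorized.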
SW480 rereplic: DNA re-replication induction in SW480 cells | AID 624297 | Potency, µM (doses to about 46.1 µM), for inactives: at the top dose re-replication activation, hits mostly activators | SW480 DNA re-replication, Hoechst DNA content imaging, 48 h | 340,000 tested, 1.8% active; note: potency is the fitted concentration of half-maximal effect; % of control where 0% means no effect; nearly all actives have a fitted effect of over 55% in size
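DNA re-replication was detected as more nuclei of elevated Hoechst intensity after 48 hr exposure to compound (23 nL pinned per well of 250 cells).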
ATXN2 expr inh: inhibitors of ATXN2 expression; HEK-293 ATXN2-luciferase reporter, luminescence, 24 h; Potency, µM (top dose mostly 57 µM), for the others: at the highest dose activity change, negative = inhibition, actives largely listed as inhibitors; 360,000 tested, 0.72% active; note: potency is the fitted concentration of half-maximal effect; % is set by controls: 0 for no effect and ±100 for the full control effect; nearly all actives have a fitted effect of over 55% in size
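qHTS (up to 57 uM final) was run with 24 h compound exposure of reporter cells at 37 °C. Each well was multiplexed: SteadyGlo luminescence measured ATXN2-luciferase expression after a fluorogenic Gly-Phe-AFC viability readout (25 uM final).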
HT1080 IDH1KD tx: HT-1080 IDH1 knockdown cell toxicity (counter line); Potency, µM (doses to about 46.1 µM), without a hit: at the top dose activity, negative = toxicity, hits mostly cytotoxic; HT-1080 IDH1 knockdown viability, ATP luminescence, 48 h; 360,000 tested, 2% active; AID 686971;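 note: potency is the fitted concentration of half-maximal effect; 0% = DMSO wells and -100% = cell-free medium wells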
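CellTiter-Glo luminescence after 48 h compound exposure at 37 degrees C of IDH1-knockdown HT-1080 cells in 5% FBS RPMI. %Activity scaled between DMSO wells and cell-free media wells, with curves fitted and assigned curve classes.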
WRN inhibitor: inhibitors of human WRN helicase | Q14191 | WRN helicase unwinding, fluorescent forked duplex, kinetic | Potency, µM (top dose mostly 114 µM), for the others: at the highest dose activity change, negative = inhibition, actives largely listed as inhibitors | 360,000 tested, 0.46% active | AID 651768; note: potency is the fitted concentration of half-maximal effect; % is set by controls: 0 for no effect and ±100 for the full control effect; nearly all actives have a fitted effect of over 55% in size
Target sequence (Q14191 whole entry, looked up): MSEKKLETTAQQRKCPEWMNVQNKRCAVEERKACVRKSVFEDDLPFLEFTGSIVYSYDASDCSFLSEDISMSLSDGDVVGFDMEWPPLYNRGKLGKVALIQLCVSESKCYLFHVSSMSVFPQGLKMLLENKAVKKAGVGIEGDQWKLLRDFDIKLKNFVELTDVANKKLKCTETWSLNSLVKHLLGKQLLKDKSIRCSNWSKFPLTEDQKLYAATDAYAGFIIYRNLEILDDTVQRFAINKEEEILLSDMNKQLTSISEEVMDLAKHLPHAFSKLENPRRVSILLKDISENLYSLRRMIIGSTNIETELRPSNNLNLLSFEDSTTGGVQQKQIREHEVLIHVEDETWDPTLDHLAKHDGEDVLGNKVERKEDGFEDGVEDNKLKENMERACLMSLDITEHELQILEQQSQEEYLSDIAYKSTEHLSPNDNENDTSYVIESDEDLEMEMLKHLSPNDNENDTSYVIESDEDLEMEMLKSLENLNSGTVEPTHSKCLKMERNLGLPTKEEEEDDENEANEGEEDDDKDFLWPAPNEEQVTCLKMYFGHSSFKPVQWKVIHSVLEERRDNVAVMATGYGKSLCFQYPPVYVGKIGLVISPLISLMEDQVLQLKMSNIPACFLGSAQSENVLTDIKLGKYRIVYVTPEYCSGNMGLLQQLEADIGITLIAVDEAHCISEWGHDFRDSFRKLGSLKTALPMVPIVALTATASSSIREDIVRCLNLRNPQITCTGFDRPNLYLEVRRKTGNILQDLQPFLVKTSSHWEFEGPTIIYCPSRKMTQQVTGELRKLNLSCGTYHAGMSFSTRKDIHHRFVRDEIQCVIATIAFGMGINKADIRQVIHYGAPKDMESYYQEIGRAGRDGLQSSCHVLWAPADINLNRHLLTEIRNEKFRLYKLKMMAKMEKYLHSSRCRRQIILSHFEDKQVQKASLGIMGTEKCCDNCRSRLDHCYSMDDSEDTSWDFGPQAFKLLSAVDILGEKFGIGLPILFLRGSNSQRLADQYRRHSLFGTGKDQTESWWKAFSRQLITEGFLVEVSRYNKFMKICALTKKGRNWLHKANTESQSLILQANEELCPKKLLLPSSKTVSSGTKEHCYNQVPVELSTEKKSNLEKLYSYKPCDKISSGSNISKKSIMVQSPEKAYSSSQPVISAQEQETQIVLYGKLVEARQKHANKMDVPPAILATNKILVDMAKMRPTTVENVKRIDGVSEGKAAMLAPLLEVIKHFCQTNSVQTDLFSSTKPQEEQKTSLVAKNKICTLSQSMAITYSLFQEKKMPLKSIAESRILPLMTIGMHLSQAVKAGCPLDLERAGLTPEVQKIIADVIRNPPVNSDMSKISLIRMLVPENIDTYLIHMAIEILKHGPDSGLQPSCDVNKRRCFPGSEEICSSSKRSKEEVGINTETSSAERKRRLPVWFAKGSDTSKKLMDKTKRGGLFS
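WRN at 20 nM final was preincubated with compound for 15 min at room temperature; reaction started with 100 nM forked duplex oligonucleotide carrying fluorophore and quencher plus 2 mM ATP (final). Unwinding followed kinetically by red fluorescence (ex 525/em 598 nm).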
The depositor's hits bear a star; ? = inconclusive; · = no result given; & = joins results of further samples; [ ] = another dose, or the depositor's remark. Unless noted, calls come from the whole dose curve; as a rule, active = well fitted curve in the direction sought with a large enough effect; inconclusive = small, poorly fitted or top-dose-only effect, or another doubt; inactive = no such curve, though single readings can be large; an effect the other way counts as inactive or inconclusive.

SMILES	MCF10A rereplic	KB-V1 cytotox	KB-3-1 cytotox	IL-1B inflam inh	HT1080NT lethal	SW480 rereplic	ATXN2 expr inh	HT1080 IDH1KD tx	WRN inhibitor
CCOc1ccc(C(=O)NCc2ccncc2)cc1OCC	-1.9%	0.1%	2.7%	-10.2	10.0%	-8.2%	-1.5%	13.9%	1.3%
Cc1cccc(N2CC(C(=O)Nc3nnc(SCC(=O)Nc4cc(C)on4)s3)CC2=O)c1 (stereo not given)	-10.4%	21.7%	10.0%	5.0	18.0%	-13.4%	-9.8%	12.2%	-13.9%
COc1ccc(C(C(=O)NC2CCCC2)N(C(=O)CNC(=O)c2ccco2)c2cccnc2)cc1 (stereo not given)	-5.2%	-1.1%	10.1%	19.5	-1.1%	-4.7%	3.3%	12.6%	-1.4%
CCOP(=O)(OCC)c1ccc2ccc3ccccc3c(=O)c2c1	-1.5%	-2.0%	9.6%	·	·	-0.7%	-20.3%	·	·
COc1ccccc1N1CCN(C(=O)CSc2ccc3c(C)cc(C)nc3n2)CC1	2.2%	?	-3.0%	?	0.0%	1.7%	-5.0%	1.2%	-18.8%
Cc1ccc(S(=O)(=O)/N=C(/Nc2c(C)cccc2C)c2ccccc2)cc1	-8.9%	5.3%	1.7%	-5.9	3.2%	-12.2%	1.3%	2.2%	-10.8%
Cc1cc(NC(=O)/C(C#N)=C\c2ccc(-c3ccc(SC(F)F)cc3)o2)n(-c2ccccc2)n1	-50.4%[inhibitor]	9.0%	7.6%	16.9	-12.6%	-23.4%	?	?	-5.0%
CCC(C(=O)NCc1ccco1)N(C(=O)CNS(=O)(=O)c1ccccc1)c1ccccc1C (stereo not given)	-10.0%	?	17.8%	-13.8	-0.8%	?	3.6%	-0.4%	1.1%
CCn1c(C)nc2cc(C(=O)NNC(=S)Nc3ccc(F)cc3)ccc21	-3.6%	-11.3%	13.4%	-11.2	1.6%	-7.1%	5.8%	4.8%	2.0%
COc1ccc(Cl)cc1-c1nc(SCC(=O)N(C)C)n[nH]1	-2.4%	-13.0%	?	-11.3	15.3%	-15.6%	-17.0%	17.0%	1.1%
CS(=O)(=O)Nc1ccccc1NS(C)(=O)=O	3.5%	11.6%	3.6%	-58.4*	0.3%	3.3%	8.6%	1.9%	4.1%
Cc1ccc(N(CC(=O)NC(C)c2ccccc2)S(=O)(=O)c2c(C)noc2C)cc1 (stereo not given)	15.9%	?	-4.6%&-5.2%	-2.5	0.1%	?	-9.2%&2.5%	11.6%	-3.5%
COc1ccc(S(=O)(=O)N(C)C[C@H]2Oc3c(NC(=O)C4CCCCC4)cccc3C(=O)N([C@H](C)CO)C[C@@H]2C)cc1	-9.3%	-6.4%	1.1%	-21.0	-1.8%	-7.4%	-14.2%	-10.2%	0.1%
CCOC(=O)CC(=O)CSc1nc2c(cc1C#N)CCCCCC2	?	2.4%	9.6%	41.9	-0.2%	6.9%	17.4%	-9.7%	-5.7%
C[C@@H](NC(=O)c1nc[nH]c1C(=O)NCc1ccc(CNC(=O)OC(C)(C)C)cc1)c1ccccc1	?	-77.8%	?	-15.7	-24.4%	-2.8%	-6.5%	-22.9%	-12.5%
CC1=C(C)CC(C(=O)NC2CCCC2)C(C(=O)O)C1 (stereo not given)	0.7%	13.4%	-14.3%	0.0	-0.5%	-20.7%	0.1%	8.1%	12.4%
CCOC(=O)c1cc2c(=O)n3ccccc3nc2n(CCCOC)c1=NC(=O)c1ccncc1	-9.6%	?	14.8%	-3.4	2.3%	11.9%	-13.0%	9.1%	2.9%
CCOc1cc(C(=O)OCC(=O)Nc2ccc(F)cc2Cl)ccc1OCC(=O)N1CCOCC1	-0.3%	0.0%	-2.9%	-6.2	-5.8%	2.8%	9.0%	-1.4%	-1.9%
O=C(Nc1ccccc1C(=O)O)c1ccc(Br)c(S(=O)(=O)NCc2ccccc2)c1	0.0%	5.7%	-2.4%	0.0	-10.0%	-50.8%	-20.0%	-16.6%	-21.1%
O=C(OCCNC(=O)c1cc2ccccc2oc1=O)c1cccnc1	-0.2%	-10.8%	4.8%	18.2	0.9%	-4.1%	6.3%	1.3%	-1.9%
O=C(O)CSc1nnc(CNc2ccc(Cl)cc2)n1Cc1ccccc1	-1.1%	8.1%	7.7%	2.3	-1.5%	-7.0%	5.6%	0.3%	2.7%
COc1ccc(C2N=C(N)N=C(N)N2c2ccccc2OC)cc1OC (stereo not given)	-0.7%	17.0%	-0.9%	2.9	2.1%	-6.1%	4.3%	7.1%	4.0%
COc1ccc(S(=O)(=O)N2CCOCC2)cc1NC(=O)CC1CC2CCC1C2 (stereo not given)	-6.1%	-15.9%	0.9%	0.0	0.8%	5.0%	0.0%	0.0%	-3.5%
Cc1cccc(N2CC3=C(C2=O)C(c2ccccc2)NC(=O)N3C)c1 (stereo not given)	-0.2%	?	23.4%	-8.5	2.2%	2.6%	0.5%	0.5%	0.7%
O=C(O)c1ccc(-c2nnc(-c3cccc(Br)c3)o2)cc1	?	14.1%	-10.8%	16.4	17.5%	-13.8%	·	0.0%	-0.9%
COc1cccc(NC(=O)c2cc([N+](=O)[O-])ccc2NCc2cccnc2)c1	-1.4%	3.66µM*	-5.2%	-21.2	-28.3%	8.8%	-4.4%	-21.8%	-5.5%
COc1ccc(NC(=O)CN(C)CC(=O)Nc2cccc(F)c2)cc1S(=O)(=O)N1CCCCC1	1.6%	-15.9%	17.9%	-24.4	3.2%	-4.2%	8.8%	0.2%	50.1µM*
Cc1ccc(N(C(C)C(=O)Nc2c(C)n(C)n(-c3ccccc3)c2=O)S(C)(=O)=O)cc1C (stereo not given)	-0.1%	-15.4%	12.1%	-1.5	13.9%	-9.2%	11.0%[11.3 µM]	0.6%	-22.2%
CCc1ccc(N/C(SC)=C(/C#N)C(N)=O)cc1	-1.2%	-7.5%	-7.6%	-17.0	0.7%	1.2%	5.0%	10.5%	1.7%
CCOc1ccccc1N(CC(=O)NC1CCCCC1)S(=O)(=O)c1ccccc1	-0.2%	?	-25.0%	-15.0	-9.5%	1.0%	-12.7%	-16.6%	9.3%
Cc1cc(C)c(NC(=O)CSc2nc3[nH]ncc3c(=O)[nH]2)c(C)c1	21.3%	9.0%	7.6%	-6.2	-1.3%	3.5%	12.9%	7.2%	?
Cn1nc(NC(=O)C(F)(F)F)c2ncc(-c3ccccc3)nc21	·	18.4µM*	-18.6%	-20.4	-7.6%	·	·	-3.5%	4.3%
CC(NC(=O)c1ccc2c(=O)n3c(nc2c1)CCC3)c1ccc(S(N)(=O)=O)cc1 (stereo not given)	8.0%	0.0%	3.3%	8.5	14.7%	-87.8%[inhibitor]	4.5%	9.1%	-7.4%
COC(=O)c1cc(OC)c(OC)cc1NC(=O)CSc1ccc(C)cc1	8.0%	7.1%	4.8%	0.0	-7.2%	0.6%	-12.6%	0.3%	-12.8%
CC(Oc1ccc(C#N)cc1)C(=O)Nc1ccc(-n2cnnn2)cc1 (stereo not given)	4.1%	19.8%	3.9%	7.9	0.6%	-4.0%	4.3%	9.5%	-16.9%
Cc1ccccc1Nc1nc2ccccc2s1	1.5%	?	4.2%	?	5.5%	1.9%	105.6%[activator]	8.7%	-10.6%
Cc1cc(C)c(S(=O)(=O)NCC(c2ccc3c(c2)OCO3)N2CCOCC2)c(C)c1 (stereo not given)	9.7%	10.3µM*	-0.8%	0.0	-1.3%	1.8%	3.8%	-6.8%	4.6%
Cc1nc(NC(=O)CSc2nc(N)cc(N)n2)sc1C	10.4%	9.1%	8.4%	-0.9	1.1%	-22.5%	23.1%	-8.1%	8.4%
C=CCSC1=C(C#N)C(c2ccc(OCC)cc2)CC(=O)N1 (stereo not given)	-2.2%	?	11.3%	-8.2	-7.6%	-5.7%	8.7%	-6.4%	1.2%
Cc1c(C)n(CC(O)CNCCO)c2ccccc12 (stereo not given)	0.3%	18.2%	9.1%	-5.5	-3.8%	-1.7%	2.6%	-1.3%	10.6%

The list goes on, starting with the last two of the part before.
SMILES	MCF10A rereplic	KB-V1 cytotox	KB-3-1 cytotox	IL-1B inflam inh	HT1080NT lethal	SW480 rereplic	ATXN2 expr inh	HT1080 IDH1KD tx	WRN inhibitor
C=CCSC1=C(C#N)C(c2ccc(OCC)cc2)CC(=O)N1 (stereo not given)	-2.2%	?	11.3%	-8.2	-7.6%	-5.7%	8.7%	-6.4%	1.2%
Cc1c(C)n(CC(O)CNCCO)c2ccccc12 (stereo not given)	0.3%	18.2%	9.1%	-5.5	-3.8%	-1.7%	2.6%	-1.3%	10.6%
O=C1c2ccccc2C2NC(=O)C3(CCCCC3)N12 (stereo not given)	-0.1%	-1.3%	3.7%	-4.1	-7.0%	-8.0%	-16.1%	-0.4%	8.3%
COC(=O)c1sc(N2C(=O)C(=O)/C(=C(/O)c3ccccc3)C2c2ccco2)nc1C (stereo not given)	-0.8%	-21.8%	3.0%	15.9	-8.8%	-9.3%	-10.8%[11.3 µM]	-0.8%	-10.4%[57.1 µM]
Cc1ccc(S(=O)(=O)N(C)C)cc1NC(=S)NNC(=O)C(N)=O	18.5%	-2.7%	6.7%	-2.7	9.7%	-1.7%	-13.7%	?	2.1%[57.1 µM]
Cc1cccc(N=C2NC(=O)/C(=C/c3cccn3C)S2)c1	?	5.8µM*	?	6.5	-15.8%	?	·	-27.6%	-3.2%
Cc1sc2nc(N3CCOCC3)[nH]c(=O)c2c1-c1ccccc1	5.0%	8.2%	27.0%	4.6	11.7%	-8.4%	-11.4%	8.0%	4.4%
